# MOR-DOR ag – agonists of OPRM1-OPRD1 heterodimerization, primary screen, cell-based, luminescence; hit rate 0.3% among 340,000; Mu-type opioid receptor (Homo sapiens) + Delta-type opioid receptor (Homo sapiens), …; cells; activation, % at 9.3 µM; in the data active = activation above about 18%;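 note: 0% = vehicle-treated cells and 100% = reference agonist; values of inactives mirror those of a sister screen read the other way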
# Target sequence (P35372 whole entry, looked up): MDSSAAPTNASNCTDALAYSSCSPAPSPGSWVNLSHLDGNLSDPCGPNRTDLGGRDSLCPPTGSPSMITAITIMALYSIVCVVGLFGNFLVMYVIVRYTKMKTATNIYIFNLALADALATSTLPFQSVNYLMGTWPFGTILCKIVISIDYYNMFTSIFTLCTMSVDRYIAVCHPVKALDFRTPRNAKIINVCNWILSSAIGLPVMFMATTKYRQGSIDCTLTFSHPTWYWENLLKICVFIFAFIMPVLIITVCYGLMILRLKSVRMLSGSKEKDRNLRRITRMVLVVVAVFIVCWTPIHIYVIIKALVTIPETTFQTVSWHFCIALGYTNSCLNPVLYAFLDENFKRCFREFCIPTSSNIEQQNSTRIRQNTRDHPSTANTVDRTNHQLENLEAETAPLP
# Target sequence (P41143 whole entry, looked up): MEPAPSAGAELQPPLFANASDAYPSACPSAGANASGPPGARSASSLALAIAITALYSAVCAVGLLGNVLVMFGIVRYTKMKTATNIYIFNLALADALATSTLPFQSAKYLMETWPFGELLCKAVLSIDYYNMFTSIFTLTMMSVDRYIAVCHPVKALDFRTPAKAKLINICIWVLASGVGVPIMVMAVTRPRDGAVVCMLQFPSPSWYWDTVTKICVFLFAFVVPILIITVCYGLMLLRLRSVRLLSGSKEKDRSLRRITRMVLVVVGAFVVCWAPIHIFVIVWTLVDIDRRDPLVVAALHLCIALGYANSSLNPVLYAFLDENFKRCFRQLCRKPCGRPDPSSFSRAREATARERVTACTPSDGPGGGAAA
# PfHsp90 set2 – growth inhibition of PfHsp90-expressing yeast, primary screen, antimalarial PfHsp90 inhibitor project, S. cerevisiae, BacTiter-Glo luminescence, single point, set 2 | inhibition, % at 9.4 µM | BacTiter-Glo ATP, 48 h; yeast lacking PDR1 and PDR3 efflux regulators | hit rate 0.32% among 310,000;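 active = every replicate shows inhibition above about 80%, whatever the replicate mean, limit read from the data; inconclusive = mean inhibition reaches the set limit but some replicate falls short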;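 note: 0% = DMSO neutral controls and 100% = 20 µM radicicol positive controls; yeast relying on Plasmodium falciparum Hsp90 in place of its own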
# phage Ecoli inh – growth loss of phage-infected E. coli, primary screen, RecBCD inhibitor project, absorbance, with phage, HTS. inhibition, % at 11.9 µM. hit rate 0.26% among 360,000; in the data active = inhibition above about 11%
# PKA-R2B activ – activators of PKA-R2B holoenzyme, primary screen, biochemical, fluorescence polarization, Cy5-IP20, human; PKA-R2B holoenzyme dissociation; R2B truncated from residue 108, S112A mutant; 0% DMSO only, 100% 113 µM cGMP; cAMP-dependent protein kinase catalytic subunit beta (Homo sapiens) + cAMP-dependent …; hit rate 0.079% among 340,000; activation, % at 11.4 µM;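 active = activation above a cutoff set at the mean over all compounds plus 3 SD, cut at about 18% in these data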;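 note: higher means more holoenzyme dissociation and a rise in polarization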
# Ecoli viability – E. coli V3065 growth inhibition, primary screen, counter-screen for AddAB inhibitor project, absorbance, OD600; inhibition, % at 11.9 µM; 18 h; hit rate 0.27% among 330,000;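 active = inhibition above the campaign's mean inhibition across all tested compounds plus 3 SD, cut at about 9.9% in these data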;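 note: uninfected addAB+ strain grown without phage in ampicillin broth; 0% = DMSO wells and 100% = ciprofloxacin 0.95 µg/ml wells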
# MOR-DOR inv ag – inverse agonists of MOR-DOR heterodimerization, primary screen, cell-based, luminescence; cell-based MOR-DOR heterodimer luminescence, inverse agonism; inhibition, % at 9.3 µM; hit rate 0.21% among 340,000; AID 504357, 2011; in the data active = inhibition above about 22%, passing the limit was not always enough;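 note: 0% = cells with DMSO and 100% = wells without cells with DMSO; values of inactives mirror those of a sister screen read the other way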
# AddAB inh – growth inhibition of E. coli expressing H. pylori AddAB, primary screen, AddAB inhibitor project, absorbance; hit rate 0.29% among 330,000; AID 435030, 2010; inhibition, % at 11.9 µM; in the data active = inhibition above about 12%;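 note: 0% = vehicle wells of infected cells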
# HTR5A inv ag – HTR5A inverse agonists in luminescence cell assay, primary screen, counter-screen for OPRM1-OPRD1 heterodimer inverse agonist project, full-deck HTS. AID 504634, 2011. hit rate 0.083% among 340,000. HTR5A cell line, inverse agonism. inhibition, % at 9.3 µM. 5-hydroxytryptamine receptor 5A (Homo sapiens), P47898; in the data active = inhibition mostly above about 23%, no sharp cut-off; inactive = mostly below about 18%;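 note: 0% = cells with DMSO and 100% = no-cell wells with DMSO; some compounds called inactive have numbers as strong as hits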
# SUMO Mot1 rescue – yeast Mot1-301 growth rescue at high temperature, primary screen, SUMOylation pathway inhibitor project, S. cerevisiae, ATP luminescence, 38.5C; S. cerevisiae Mot1-301 growth rescue; percent above DMSO median, 100 means doubled; hit rate 1% among 320,000; AID 2716, 2010; growth rescue, % at 18.8 µM;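 active = every valid replicate shows activation above 250% relative to neutral control wells; inactive = the rest, any valid replicate at or below 250%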;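 note: OY570 slx delta 5 strain wells were the positive control but not used for scaling; some compounds called inactive have numbers as strong as hits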
# PKA-R1A activ – activators of PKA-R1A holoenzyme, primary screen, biochemical, fluorescence polarization, Cy5-IP20, bovine R1A, mouse PKAc; AID 504707, 2011; PKA-R1A dissociation; scaled: DMSO 0%, 113 µM cGMP 100%; cAMP-dependent protein kinase type I-alpha regulatory subunit (Bos taurus) + …; activation, % at 11.4 µM; hit rate 0.083% among 340,000;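 active = percent activation above the mean of all tested compounds plus 3 SD, cut at about 19% in these data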;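 note: higher means more PKAc released from R1A so a rise in polarization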
# Tat export inh – E. coli Tat export inhibitors, primary screen, MC4100, TorA-mCherry reporter, fluorescence, single point. inhibition, % at 10 µM. hit rate 0.036% among 340,000;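 active = mean replicate inhibition at least 50% and at least half of replicates individually reaching 50%; inconclusive = only one of the two criteria met; inactive = neither criterion met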;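 note: exported cargo escapes ClpAP degradation while cytoplasmic cargo is degraded and loses fluorescence; 0% = median of neutral control wells and 100% = median of NaSCN control wells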
# An asterisk follows results filed as active; ? = inconclusive; nt = not tested or not shown.
SMILES,MOR-DOR ag,PfHsp90 set2,phage Ecoli inh,PKA-R2B activ,Ecoli viability,MOR-DOR inv ag,AddAB inh,HTR5A inv ag,SUMO Mot1 rescue,PKA-R1A activ,Tat export inh
CC(NCc1cc(Br)ccc1OCC(N)=O)C12CC3CC(CC(C3)C1)C2 (centres undefined),1.6,13,2.1,11,0.4,-8,-0.6,5,-9,-2,2
CCS(=O)(=O)N1CCC(C(=O)Nc2ccc3c(c2)CCC3)CC1,-1.9,8,2.5,5,0.9,10,-1.4,16,-28,0,9
CCOc1ccc(N(Cc2cc3ccc(C)cc3[nH]c2=O)C(=O)COC)cc1,0.0,-40,-0.5,8,2.5,0,2.7,-11,-21,7,4
Cc1nn(CC(=O)NCc2cccnc2)c(C)c1[N+](=O)[O-],-2.0,2,1.7,5,1.9,11,2.5,-19,-5,-1,1
CCOC(=O)C1=NN(c2ccccc2)C2=NC(C)=C(C(=O)OC)C(c3cccs3)N12 (centres undefined),-4.3,0,0.0,2,-1.5,21,-1.0,12,-4,2,-3
COC(=O)C1=C(C)NC(=S)NC1c1sccc1C (centres undefined),-1.2,19,-0.3,-7,1.5,6,3.7,10,-2,-15,-10
Cc1ccnc(Nc2nc(-c3ccc(O)c(O)c3)cs2)c1,3.0,5,3.1,-1,2.0,-15,4.6,-14,-2,-7,2
CC(=O)Nc1ccc(NC(=O)CSc2ccc(C)cc2)cc1,-2.5,15,0.1,8,-0.7,14,-1.5,-14,4,-2,-8
Cc1ccc(SCC(=O)Nc2oc(C)c3c(C)n[nH]c(=O)c23)cc1C,-1.8,-8,1.2,3,-0.2,8,3.3,15,-6,-1,6
CCCCc1nc(NCCO)c(C#N)c2c1CCCC2,1.3,-14,-0.1,-8,-1.2,-7,1.8,-40,-7,-9,7
O=C(Nc1ccccc1Cl)c1cnccn1,0.0,10,2.3,-1,4.4,0,0.7,-5,6,-3,1
O=C(O)c1ccc(S(=O)(=O)N2CCCC2)cc1,-2.9,5,0.9,-2,-4.3,14,3.2,-17,-6,2,-6
Cc1cc(=O)[nH]c(NN=Cc2cc(Br)ccc2O)n1,-0.8,-5,0.5,0,nt,4,nt,-29,nt,-7,-10
Cc1cc(=O)oc2cc(OCC(=O)NC3CC(C)(C)NC(C)(C)C3)ccc12,-2.0,-14,0.6,4,-1.7,10,3.7,13,6,-5,-4
Cc1ccc(O)c(N=Cc2cc(Cc3ccccc3)cc([N+](=O)[O-])c2O)c1,4.1,101*,5.2,6,nt,-23,nt,-16,nt,-1,6
Cc1ccc(NS(=O)(=O)c2c(C)noc2C)cc1,-0.4,11,3.2,7,-0.1,3,5.5,-3,3,-7,-5
COc1ccc(NC(=O)CN(C)CC(=O)c2[nH]c(C)c(C(C)=O)c2C)cc1,-2.7,-10,0.9,0,2.6,11,1.6,15,-3,10,1
COc1cccc2c(=O)c3c([nH]c12)OC(C)(C)C3,-2.5,-5,1.1,-17,-1.4,13,0.2,-2,2,4,4
Nn1c(SCc2nc3ccccc3[nH]2)nnc1-c1ccccc1,-0.2,20,-0.2,-5,-1.5,1,2.9,-5,-12,-6,-3
Cc1ccc(CNC(=O)/C=C/c2cccs2)cc1,-3.1,1,4.7,-1,-0.9,15,1.6,5,18,-10,1
Cc1ccc(-n2nc(C(=O)O)cc2-c2ccccc2Cl)cc1,-3.5,-2,-0.6,0,-3.5,20,0.9,-27,-2,-5,-2
O=C(NCc1ccc2c(c1)OCO2)C1CCN(S(=O)(=O)N2CCCCC2)CC1,-1.8,-7,2.5,4,0.8,10,5.3,-35,3,0,-3
CCCCOC(=O)Nc1cc(Cl)ccc1C,1.1,-31,0.8,4,-2.9,-5,1.9,3,-10,4,3
Cc1cccc(N2C(=O)c3ccc(Br)cc3C2=O)n1,-3.3,-14,3.0,0,-0.3,16,1.1,4,-27,4,4
O=C(COC(=O)CCC(=O)c1cccs1)Nc1ccc(S(=O)(=O)N2CCOCC2)cc1,-0.7,-1,-0.9,-4,-1.5,4,-0.2,-31,-4,-11,-4

# A draw from above in order of SMILES length, rising.
SMILES,MOR-DOR ag,PfHsp90 set2,phage Ecoli inh,PKA-R2B activ,Ecoli viability,MOR-DOR inv ag,AddAB inh,HTR5A inv ag,SUMO Mot1 rescue,PKA-R1A activ,Tat export inh
Cc1cccc(N2C(=O)c3ccc(Br)cc3C2=O)n1,-3.3,-14,3.0,0,-0.3,16,1.1,4,-27,4,4
Cc1ccnc(Nc2nc(-c3ccc(O)c(O)c3)cs2)c1,3.0,5,3.1,-1,2.0,-15,4.6,-14,-2,-7,2
O=C(NCc1ccc2c(c1)OCO2)C1CCN(S(=O)(=O)N2CCCCC2)CC1,-1.8,-7,2.5,4,0.8,10,5.3,-35,3,0,-3

# Returning to the listing, repeating the 3 entries before the break.
SMILES,MOR-DOR ag,PfHsp90 set2,phage Ecoli inh,PKA-R2B activ,Ecoli viability,MOR-DOR inv ag,AddAB inh,HTR5A inv ag,SUMO Mot1 rescue,PKA-R1A activ,Tat export inh
CCCCOC(=O)Nc1cc(Cl)ccc1C,1.1,-31,0.8,4,-2.9,-5,1.9,3,-10,4,3
Cc1cccc(N2C(=O)c3ccc(Br)cc3C2=O)n1,-3.3,-14,3.0,0,-0.3,16,1.1,4,-27,4,4
O=C(COC(=O)CCC(=O)c1cccs1)Nc1ccc(S(=O)(=O)N2CCOCC2)cc1,-0.7,-1,-0.9,-4,-1.5,4,-0.2,-31,-4,-11,-4
COc1cc(C(C)=O)ccc1OCC(=O)Nc1ccc(C)c(S(=O)(=O)N2CCCCCC2)c1,1.6,-17,0.5,0,3.7,-6,2.7,5,-3,1,7
COC(=O)C(NC(=O)CSc1nc(N)cc(=O)[nH]1)c1ccccc1 (centres undefined),1.7,7,3.8,-3,0.0,-8,2.6,-1,-19,-10,0
CC(CN1CCC(n2nccc2NC(=O)CCCc2ccccc2)CC1)c1ccccc1 (centres undefined),-0.3,-1,-0.9,5,nt,1,nt,13,-10,-3,3
CCN(CC)C(=O)c1ccc(C)c(Br)c1,-1.7,nt,-0.1,13,-0.7,10,2.1,3,-20,4,-6
O=C(Nc1ccc2oc(=O)ccc2c1)c1ccc(-c2ccccc2[N+](=O)[O-])o1,27*,24,2.4,1,0.7,-144,0.9,5,4,3,2
CC1CN(S(=O)(=O)c2cccc(C(=O)OC(C)C(=O)NC3CCCCC3C)c2)CC(C)O1 (centres undefined),-2.0,24,-1.9,1,0.9,11,-1.4,-1,-12,6,-1
CN(C)c1cccc2c1C(=O)c1ccccc1C2=O,-1.6,-8,1.0,1,-2.1,8,-2.4,11,-17,1,2
COc1ccc(CCNc2cc(=O)[nH]c(N)n2)cc1,0.1,-37,nt,0,0.8,0,0.5,5,24,-4,-1
Cc1ccc(S(=O)(=O)N2CCCOC2CNC(=O)C(=O)NCCC2=CCCCC2)cc1 (centres undefined),-0.4,-6,0.3,-15,0.3,2,3.1,6,90,-9,-2
O=C(c1ccc2c(Cl)c3c(nc2c1)CCCC3)N1CCN(c2ccc(F)cc2)CC1,1.3,-17,3.0,5,-0.3,-8,-0.8,-41,-7,1,21
CC(C)c1cc(C(F)(F)F)n2nc(C(=O)Nc3ccc4c(c3)OCO4)cc2n1,6.8,16,0.1,-1,3.1,-41,-0.1,-16,43,2,4
COc1ccccc1CCN=C(N)NS(=O)(=O)c1ccccc1,-3.0,-3,3.1,-1,-2.1,16,-1.7,12,-13,-5,-1
O=C(Cc1cccc(NC(=O)C2CCN(C(=O)C3CCCCC3)CC2)c1)Nc1cccc(C(=O)N2CCCC2)c1,1.2,-2,3.4,8,-1.2,-7,0.3,-31,-6,2,8
CN1CCN(c2ccc([N+](=O)[O-])cc2C(=O)N2CCCCC2)CC1,-0.3,-29,1.5,-1,0.1,2,2.4,19,6,2,3
Cc1nc(Cl)sc1C(=O)NC(C)c1ccc(Cl)cc1 (centres undefined),-0.2,-26,4.5,0,1.1,1,0.8,12,-6,-15,6
C=CCNC(=O)c1ccccc1NC(=O)Nc1ccccc1,2.3,4,2.7,7,0.6,-13,0.9,-10,71,-7,?
CSc1ccc(CN(C)CCc2ccccn2)cc1,-0.1,5,-0.2,-1,0.8,1,2.4,-8,6,-18,-12
CCC(C)(C)n1nnnc1C(c1cccnc1)N1CCC(Cc2ccccc2)CC1 (centres undefined),-1.9,83*,1.8,-1,-0.8,10,4.8,5,594*,-1,-5
CCOC(=O)c1ccc2c(c1)[n+](CC)c(C)n2-c1ccccc1,-0.9,-3,2.4,9,-0.6,4,0.5,-3,-2,5,-10
COc1ccc(Br)cc1-c1noc(-c2ccccc2)n1,2.3,13,2.4,-9,-0.8,-10,2.0,-8,-6,-14,14
COc1ccc(CC(=O)NNC(=O)c2ccc(NC(C)=O)cc2)cc1,-0.7,2,2.6,10,-0.5,3,2.5,-14,4,-4,1
Cc1cc(C)n2nc(SCc3cccc(S(=O)(=O)N(C)C)c3)nc2n1,-1.6,2,3.8,-1,-3.0,7,0.6,-11,2,0,4
O=C1CCC(C(=O)OCC(=O)N2N=C3/C(=C/c4ccccc4)CCCC3C2c2ccccc2)N1 (centres undefined),-0.5,nt,0.4,-1,-3.2,2,-2.2,6,4,-4,5
c1ccc(C2NCCc3ccccc32)cc1 (centres undefined),-1.6,0,3.6,5,-0.8,8,1.7,20,-6,-8,?
O=C(CSc1n[nH]c(-c2cccs2)n1)NCc1cccs1,-2.1,nt,0.9,1,-0.6,12,1.1,-3,-9,1,8
O=C(COC(=O)/C=C/c1ccccc1[N+](=O)[O-])NCc1ccco1,-3.4,nt,0.8,-9,-1.1,18,-1.2,2,-3,-6,3
O=C(c1ccc(-n2c(SCc3cccc(F)c3)nc3ccccc3c2=O)cc1)N1CCOCC1,-2.7,-13,1.7,0,-2.2,15,1.3,-21,-2,-5,7

# Bioassay records from PubChem.
